Bioassay records deposited in PubChem by several laboratories.
UHRF1 binding = UHRF1 methyl-DNA binding inhibition | Q96T88 | UHRF1 binding to methylated oligo, TR-FRET | inhibition, % at 4.4 µM | 370,000 tested, 0.75% active | AID 687016; in the data active means inhibition above about 21%;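 further: UHRF1 SRA domain binding a hemimethylated CpG hairpin DNA probe; 0% = median of test compound wells and 100% = reference inhibitor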
sPLA2-III inh = Inhibits HGIII-sPLA2 liposome hydrolysis, primary screen. QFRET BODIPY PC-A2 liposome hydrolysis, fluorescence. inhibition, % at 12.2 µM. 370,000 tested, 0.56% active. AID 743126;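 active means inhibition above mean plus 3 SD of compounds lying within the high and low control bounds, cut at about 19% in these data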;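 further: 0% = median of test compound wells and 100% = no enzyme DMSO wells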
KLK7 zymogen act = activators of human kallikrein-7 zymogen; P49862; purified proKLK7, EDANS-DABCYL substrate fluorescence; 100% is mature enzyme control, 0% vehicle; activation, % at 7 µM; 370,000 tested, 0.9% active;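 active means activation above the mean of all tested compounds plus 3 SD, computed per campaign excluding outliers beyond control limits, cut at about 13% in these data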
DDE Tn7 FP inh = disrupts Tn7 cyclic peptide binding to fibrin D-Dimer-E complex; P02675; FP displacement of FITC-Tn7 peptide from fibrin DD(E); 0% = median of compound wells per plate; inhibition, % at 8.3 µM; 370,000 tested, 0.13% active; AID 720508;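 active means inhibition above the mean of compounds falling within the control limits plus 3 SD of them, cut at about 14% in these data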;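 further: 0% = plate median of compound wells and 100% = 10 µM Aha-Tn7 peptide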
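Assay system: Human clot-derived fibrin DD(E) complex | Buffer or medium: Tris/NaCl/CaCl2 buffer, pH 7.8 | Repeats: One replicate per compound | Benchmarks: Aha-Tn7 high control | Measure: % inhibition scaled between sample-field median and high-control FP | Schedule: 10 min plus 3 h, room temperature | Signal: Fluorescence polarization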
DDE Tn6 FP inh = DD(E)-Tn6 binding inhibition, primary FP screen | P02675 | Fibrin DD(E) TRITC-Tn6 fluorescence polarization displacement | inhibition, % at 8.3 µM | 370,000 tested, 0.21% active | AID 720509;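 active means inhibition above a per-campaign cutoff: mean of compounds within control limits plus 3 SD, cut at about 15% in these data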;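 further: 0% = median of all compound wells on the plate and 100% = blocking peptide control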
ASAP1 inh = inhibitors of human ASAP1 ArfGAP activity. Q9ULH1. ASAP1-stimulated ARF1 GTP hydrolysis, GDP FP detection. inhibition, % at 16.5 µM. 360,000 tested, 0.19% active. AID 624377; in the data active means inhibition above about 25%;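 further: 0% = vehicle with enzyme and substrate and 100% = no enzyme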
PLC-gamma1 inh = inhibitors of human phospholipase C gamma1 | P19174 | purified PLC-gamma1, fluorogenic substrate, fluorescence | inhibition, % at 12.2 µM | 370,000 tested, 0.84% active | AID 720700; in the data active means inhibition above about 9.5%
PLC-beta3 inh = blocks human PLC-beta3 enzyme activity; Q01970; Purified PLC-beta3, fluorogenic substrate, fluorescence; inhibition, % at 12.2 µM; 370,000 tested, 0.18% active; AID 720704; in the data active means inhibition above about 11%;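 further: 0% = median of compound wells on plate and 100% = full blocker control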
Target sequence (Q01970 whole entry, looked up): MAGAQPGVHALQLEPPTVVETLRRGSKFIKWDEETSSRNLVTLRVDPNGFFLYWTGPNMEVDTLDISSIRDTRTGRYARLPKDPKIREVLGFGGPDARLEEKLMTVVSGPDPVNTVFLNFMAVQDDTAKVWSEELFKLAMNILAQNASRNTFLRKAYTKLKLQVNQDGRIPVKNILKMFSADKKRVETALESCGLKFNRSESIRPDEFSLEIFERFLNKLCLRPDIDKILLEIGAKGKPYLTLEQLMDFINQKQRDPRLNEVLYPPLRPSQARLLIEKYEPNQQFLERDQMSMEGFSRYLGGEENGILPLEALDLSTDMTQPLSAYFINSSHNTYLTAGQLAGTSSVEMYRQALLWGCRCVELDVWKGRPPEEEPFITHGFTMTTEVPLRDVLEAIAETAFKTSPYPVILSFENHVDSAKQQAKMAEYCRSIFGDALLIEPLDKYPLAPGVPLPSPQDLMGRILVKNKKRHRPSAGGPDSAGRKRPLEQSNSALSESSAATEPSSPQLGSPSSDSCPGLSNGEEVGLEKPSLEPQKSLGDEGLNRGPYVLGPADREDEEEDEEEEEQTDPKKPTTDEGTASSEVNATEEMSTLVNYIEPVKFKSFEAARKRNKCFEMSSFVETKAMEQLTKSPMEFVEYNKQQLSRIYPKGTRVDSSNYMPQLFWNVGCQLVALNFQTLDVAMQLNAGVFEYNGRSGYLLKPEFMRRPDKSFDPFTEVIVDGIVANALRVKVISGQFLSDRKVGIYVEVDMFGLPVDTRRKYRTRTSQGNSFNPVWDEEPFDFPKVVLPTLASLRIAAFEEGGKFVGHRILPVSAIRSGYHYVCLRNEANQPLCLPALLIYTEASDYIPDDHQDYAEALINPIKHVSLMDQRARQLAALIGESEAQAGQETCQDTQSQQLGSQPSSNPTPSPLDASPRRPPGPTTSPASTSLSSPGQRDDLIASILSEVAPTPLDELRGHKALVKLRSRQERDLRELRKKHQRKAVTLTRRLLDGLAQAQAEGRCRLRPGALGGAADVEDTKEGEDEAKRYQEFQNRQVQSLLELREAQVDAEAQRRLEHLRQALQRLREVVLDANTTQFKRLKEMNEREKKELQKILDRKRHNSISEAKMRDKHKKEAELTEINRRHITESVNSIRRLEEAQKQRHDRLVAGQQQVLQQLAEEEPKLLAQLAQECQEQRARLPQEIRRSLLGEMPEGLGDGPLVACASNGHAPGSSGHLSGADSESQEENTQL
Rev-erbA mod = modulates human Rev-erb alpha binding to DNA; 370,000 tested, 0.79% active; P20393; activity, % at 10 µM; AID 1259318; Rev-erbα–FITC-DNA binding, fluorescence polarization, 90 min;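 active means activity above about 14%, limit read from the data; passing the limit was not always enough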;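 further: 0% = DMSO wells with 35 nM protein and 100% = DMSO wells with 750 nM protein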
ARFGAP1 inh = rat ARFGAP1 inhibition | AID 651572 | 360,000 tested, 0.26% active | Arfgap1-stimulated ARF1 GTP hydrolysis, GDP FP detection | inhibition, % at 16.5 µM | Q62848;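 active means inhibition above a per-plate limit, mean inhibition of low control wells plus 3 SD, cut at about 25% in these data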;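 further: 0% = DMSO wells with enzyme and 100% = wells lacking Arfgap1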
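Material: rat Arfgap1 catalytic domain, aa 1-136; also added: human ARF1(Δ1-17)-GTP substrate; compound dosing: one concentration, 16.5 µM, DMSO 1.26%; incubation: GTP hydrolysis reaction 2 h at 25 °C; measured by: Tracer-displacement fluorescence polarization with EDTA stop, 620/688 nm; evaluation: % inhibition from polarization; repeats: one replicate per compound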
* marks the source's active call; other numbers are inactive results; . = no result given. Hits appear at their usual frequency; 4.5% or so of the library scored in one or more.

SMILES	UHRF1 binding	sPLA2-III inh	KLK7 zymogen act	DDE Tn7 FP inh	DDE Tn6 FP inh	ASAP1 inh	PLC-gamma1 inh	PLC-beta3 inh	Rev-erbA mod	ARFGAP1 inh
N=c1c(C(=O)NCc2ccccc2)cc2c(=O)n3ccccc3nc2n1Cc1ccco1	-9	-3	-5.0	4	-6	13	-332	-416	-25	3
CCOC(=O)c1cccc(-c2cc(C(=O)OC)c3n(c2=O)CCC3)c1	4	-3	0.9	3	1	.	-10	-12	8	.
CCOc1ccc(-n2c(N)c(C(=O)NCc3ccco3)sc2=S)cc1	4	0	-0.1	-6	1	-5	4	1	3	5
O=C(Nc1nnc(C2=COCCO2)o1)c1cccc(C(F)(F)F)c1	-4	2	-0.3	-4	-3	3	-1	-7	-3	-2
CC(C)(C)C(=O)Nc1ccc(N2CCN(C(=O)c3cccs3)CC2)cc1	-1	3	-0.2	-7	8	-11	1	4	3	3
O=C(CN1C(=O)c2cccc3cccc1c23)NC1CCCC1	-6	-1	5.7	1	4	3	-320	-412	7	-1
CCOc1ccc(CCNC(=O)CS(=O)Cc2nc(-c3ccc(C)cc3)oc2C)cc1 (stereo unspecified)	-1	-8	0.1	3	7	-13	0	-9	-2	0
O=C(CN1C(=O)c2ccc([N+](=O)[O-])cc2C1=O)NC1CCS(=O)(=O)C1 (stereo unspecified)	-2	0	0.4	2	0	-10	-2	-4	-5	-6
CCOc1ccc2[nH]c(=O)c(CN(Cc3cccnc3)C(=O)Nc3ccccc3OC)cc2c1	-1	4	-0.7	-2	-3	13	-8	-9	-3	4
CCN1CCN(S(=O)(=O)c2ccc(Cl)c(C(=O)Nc3ccccc3N3CCCCC3)c2)CC1	-6	-17	0.4	-1	1	2	3	-1	4	-3
COc1ccc(CNC(=O)O[C@H]2Cn3c(=O)ccc(=O)n3[C@@H]3CN(S(=O)(=O)c4ccc(C)cc4)C[C@]23O)cc1OC	-2	-7	0.0	-1	9	-4	0	2	-3	1
O=C1CCSc2cccc3cccc(c23)N1	1	9	0.3	11	0	8	-7	-9	2	4
COc1cc(/C=C2\SC(N)=NC2=O)cc(OC)c1	4	-4	1.3	0	-2	3	-35	-42	-6	-1
CCOC(=O)COc1cccc2c(=O)n(CC(=O)N3CCCCC3)ccc12	-2	-5	0.2	-7	-2	-5	-1	-6	-8	3
CCOC(=O)c1ccc(NC(=O)CC2SCCNC2=O)cc1 (stereo unspecified)	2	-9	-0.4	-2	-1	10	8	-1	0	-3
COc1ccc2oc(=O)c(C(=O)NC3CCCCCC3)cc2c1	-3	-1	-4.5	-1	-9	-3	-152	-151	0	-8
CC1CCN(C(=O)c2ccc(NC(=O)C3CCCO3)cc2)CC1 (stereo unspecified)	-3	6	-0.5	4	7	-15	-1	1	-3	3
O=C(NC1=NCCS1)c1cc(-c2ccccc2)nn1-c1ccccc1	0	0	0.1	3	-5	-3	3	-1	2	-8
COc1ccc(Oc2cccc(Cl)c2CNC(=O)CCCC(=O)O)cc1	3	6	-0.1	-1	4	1	1	-9	1	3
Cc1cc(=O)[nH]c(N/N=C/C2=C(N3CCOCC3)C(=C\c3ccc(Cl)cc3)/CC2)n1	-2	-8	-0.6	5	5	0	-22	-32	3	-8
O=C(c1ccccc1)N1CCN(c2cc(-c3ccccc3)nc3cc(-c4cccc(Cl)c4)nn23)CC1	-3	5	-0.8	2	4	2	-11	-20	0	10
Cc1cccc(N2CCN(C(=O)c3ccc(S(=O)(=O)N(C)c4ccccc4)cc3)CC2)c1C	1	-3	0.3	6	4	11	6	-5	-2	2
O=C(Nc1cc(N2CCOCC2)ncn1)NC1(C(F)(F)F)Oc2ccccc2O1	3	11	1.0	4	-6	-10	-2	0	-1	14
O/N=C1\CCCc2ccccc21	2	3	-0.9	1	-6	15	1	-1	-2	5
C[C@H](CO)N1C[C@H](C)[C@@H](CN(C)C(=O)c2cnccn2)Oc2ncc(Br)cc2C1=O	0	3	0.6	2	-6	12	0	-1	-6	9
CN(Cc1ccccc1)c1nc2nonc2nc1N1CCCC(CN2CCCC2=O)C1 (stereo unspecified)	-3	2	0.2	3	-2	1	1	-8	0	2
Cc1ccc2nc(-c3ccc(NC(=O)COC(=O)c4ccco4)cc3)sc2c1	1	2	-5.4	-8	3	15	-6	-12	19	-3
Cc1ccc(C(=O)NCCCNc2ccc(C(F)(F)F)cc2[N+](=O)[O-])cc1	7	10	0.0	10	2	-11	-3	1	-6	25*
CCOC(=O)CNC(=O)CCCCCC(=O)NCC(=O)OCC	3	4	-0.1	5	-11	2	-2	0	0	-4
O=C(c1ccccc1Br)N1CCN(c2ccc([N+](=O)[O-])c(N3CCOCC3)c2)CC1	-1	3	0.1	-3	-5	11	2	2	7	10
CC(=O)c1cc(C)ccc1OC(=O)c1ccco1	2	17	-1.0	6	1	-11	0	-4	5	7
Cc1ccc(NC(=O)CSc2ccc(S(=O)(=O)N3CCCC3)cn2)cc1F	3	16	-0.6	1	4	1	2	-1	2	-14
COc1ccc(NC(=O)CN(c2ccc(OC)c(Cl)c2)S(=O)(=O)c2ccccc2)cc1	4	-21	0.5	-1	-4	4	1	-5	0	9
C=CCn1c(Sc2nncn2C)nc2c1c(=O)[nH]c(=O)n2C	-1	-2	0.4	6	-4	-20	-1	-2	-1	5
CC1CCN(c2nc3c(c(=O)n(C)c(=O)n3C)n2Cc2ccccc2)CC1	1	-1	-0.1	-1	-6	3	3	4	6	6
CC(C)OCCCN1CN(S(=O)(=O)c2cccc(Cl)c2)c2nc3ccccc3nc21	0	-21	1.0	-1	1	1	-63	-84	-1	-5
CCn1c(COc2ccc(C)cc2)nnc1SCC(=O)C(C)(C)C	2	-8	0.0	-6	-4	-1	1	0	6	5
CCOCC(=O)N1CCN(Cc2ccc3c(c2)OCO3)CC1	-1	-1	0.6	-6	-3	-12	2	-7	0	-4
Cc1ccc(C(=O)N2CCCN(c3nc4cc5c(cc4cc3C#N)OCO5)CC2)cc1	-3	-22	-4.0	8	4	3	-216	-326	2	6
CCCCCCCC(=O)N/N=C/c1ccncc1	0	-1	-0.6	-5	-3	1	0	-8	-1	4
COc1ccc(OC)c(N2C(=O)C(Cl)=C(N3CCOCC3)C2=O)c1	-4	-2	0.7	-3	6	-6	2	-18	-3	9
Cc1cc(F)ccc1NC(=O)c1cc(S(=O)(=O)N2CCOCC2)cn1C	0	0	0.2	12	4	-11	0	3	-11	-5
CC(C)(C)C(=O)Nc1ccc(-c2nnc3n2CCCCC3)cc1	0	-2	0.4	-8	-9	0	1	-2	-6	-4
CNC[C@H]1Oc2c(NS(=O)(=O)c3ccccc3)cccc2C(=O)N([C@H](C)CO)C[C@@H]1C	1	6	-0.3	-3	-9	-1	2	1	-3	0
Cc1cccc(C(C#N)c2nc3ccccc3nc2C(F)(F)F)c1 (stereo unspecified)	2	2	0.1	5	-5	2	9.8*	5	13	-1
CCC(=O)Nc1nnc(CCc2ccccc2)s1	2	5	-1.4	2	-9	-6	-1	3	2	6
COC(=O)C(C)(C(=O)OC)c1ccc([N+](=O)[O-])cn1	0	5	0.1	-9	1	-3	0	1	6	-7
O=C(NCCN1CCOCC1)c1cccc2c1C(=O)c1ccc(N3CCCC3)cc1S2(=O)=O	-24	-3	0.2	1	6	-9	-48	-73	10	-1

Looked up above:
Result of O=C(NCCN1CCOCC1)c1cccc2c1C(=O)c1ccc(N3CCCC3)cc1S2(=O)=O in ARFGAP1 inh: -1
Result of CNC[C@H]1Oc2c(NS(=O)(=O)c3ccccc3)cccc2C(=O)N([C@H](C)CO)C[C@@H]1C in sPLA2-III inh: 6

Later entries:
SMILES	UHRF1 binding	sPLA2-III inh	KLK7 zymogen act	DDE Tn7 FP inh	DDE Tn6 FP inh	ASAP1 inh	PLC-gamma1 inh	PLC-beta3 inh	Rev-erbA mod	ARFGAP1 inh
CCc1nnc(NC(=O)CCN2C(=O)c3ccccc3C2=O)s1	6	1	-0.3	-7	2	-1	3	2	0	-4
CC(C)(C)n1nnnc1C(c1cccs1)N1CCN(C/C=C/c2ccccc2)CC1 (stereo unspecified)	-1	-8	0.0	-1	6	3	0	5	-3	1
CCN(CC)C(=O)CSc1nc(-c2ccc(C)cc2)nc2c1COC(C)(C)C2	-1	0	0.7	-2	-1	-2	1	5	-2	6
COCCNc1nc2cc(-c3cccc(C(F)(F)F)c3)sc2c(=O)n1C	-1	-4	-0.3	0	0	-15	0	-2	-2	-7
COc1ccccc1OC(=O)CCc1nc2ccccc2s1	-5	-1	-0.9	6	-2	8	5	-9	-5	-3
Cc1nc(CCNC(=O)C2CCC(=O)N(Cc3cccc(F)c3)C2)sc1C (stereo unspecified)	-2	-7	0.7	-2	-6	8	1	-7	3	-6
CS(=O)(=O)n1nc(-c2ccco2)nc1N	0	5	0.0	1	-3	-20	0	4	-3	6
Cc1ccc(S(=O)(=O)Nc2cccc(C(=O)N3CCOCC3)c2)cc1	-1	1	-0.5	-2	11	2	4	-4	4	8
COc1ccc(Br)cc1/C=C/C(=O)NC(=S)Nc1ccc(CN2CCOCC2)cc1	-1	-4	-1.1	2	5	-4	-2	0	4	3
CCOC(=O)COc1ccc2nsnc2c1Cl	0	-1	38*	0	-3	3	-320	-361	10	-5
Cc1nc(CSc2ccc(Cl)cc2)cc(N2CCOCC2)n1	-2	-3	-0.1	1	5	1	-1	-1	-6	-5
C/C(=C\C(=O)c1ccc(Cl)cc1)Nc1ccc(Br)cc1	9	-5	-0.1	-1	6	0	2	2	-2	-3
Cc1ccc(S(=O)(=O)N2CCCCC2)cc1NC(=O)COC(=O)CN1C(=O)NC2(CC(C)CC(C)(C)C2)C1=O (stereo unspecified)	7	-11	-0.1	6	-5	7	2	-5	4	1
O=C(Cc1cccc(NC(=O)C2CCCN(C(=O)C3CC3)C2)c1)Nc1ccc(C(=O)N2CCOCC2)cc1 (stereo unspecified)	-2	-1	-0.1	2	1	-2	4	2	3	1
O=C(NCC(=O)N1CCN(C(c2ccccc2)c2ccccc2)CC1)c1ccccc1F	0	-2	0.1	2	3	-1	3	-7	-5	11
CCCN(CCC)C(=O)CSc1nc2ccsc2c(=O)n1NC(=O)c1ccccc1	-1	-3	0.5	4	-7	6	3	-2	-2	10
Cc1ccc(S(=O)(=O)N2CCOCC2)cc1C(=O)NCc1cn2ccsc2n1	1	5	0.1	-3	-1	-4	2	1	3	5
CCO[C@@H]1OC(C(=O)NC2CC2)=C[C@H](c2coc3ccccc3c2=O)[C@H]1CCCO	6	13	1.6	2	-4	15	1	-10	-3	1
CC(=O)Nc1ccc(S(=O)(=O)N2CCC(C(=O)NCc3cccnc3)CC2)cc1	-2	4	-0.2	-4	2	5	1	4	4	-4
COc1ccccc1N1CCN(C(c2cccs2)C(C)NC(=O)c2cccnc2)CC1 (stereo unspecified)	0	-4	0.0	1	4	-2	-3	-3	1	-6
